# IMPase Li cell = qHTS Assay for Identifying the Cell-Membrane Permeable IMPase Inhibitors: Potentiation with Lithium; hit rate 0.35% among 210,000; Potency, µM (top dose mostly 59.4 µM), inactives show top-dose activity, negative = IMPase inhibition, actives largely listed as inhibitors; CHO-M1 cells, IP1 TR-FRET (IP-One), carbachol + lithium; AID 1457, 2008;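 note: IP1 builds up when IMPase is blocked and the TR-FRET signal falls; potency is the fitted concentration of half-maximal effect; plate controls were basal vehicle for no effect and high inhibitor control for full effect; nearly all actives have a fitted effect of over 50% in size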
#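 CHO cells stably expressing M1 receptor (2000/well) were cultured 16–30 h, then exposed to compounds with a small lithium addition for 30 min at 37C. IP1 was measured by TR-FRET competition; AC50 from Hill fits.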
# L3MBTL1 block = qHTS Assay for the Inhibitors of L3MBTL1 | hit rate 0.66% among 230,000 | AID 485360, 2010 | AlphaScreen L3MBTL1–H3K9me1 peptide binding | Potency, µM (highest dose often 57.1 µM), for inactives: at the highest dose activity, negative = inhibition, usual class: inhibitors | Lethal(3)malignant brain tumor-like protein 1 (Homo sapiens), Q9Y468; note: potency is the fitted concentration of half-maximal effect; % is set by controls: 0 for no effect and ±100 for the full control effect; nearly all actives have a fitted effect of over 60% in size
# Target sequence (Q9Y468 whole entry, looked up): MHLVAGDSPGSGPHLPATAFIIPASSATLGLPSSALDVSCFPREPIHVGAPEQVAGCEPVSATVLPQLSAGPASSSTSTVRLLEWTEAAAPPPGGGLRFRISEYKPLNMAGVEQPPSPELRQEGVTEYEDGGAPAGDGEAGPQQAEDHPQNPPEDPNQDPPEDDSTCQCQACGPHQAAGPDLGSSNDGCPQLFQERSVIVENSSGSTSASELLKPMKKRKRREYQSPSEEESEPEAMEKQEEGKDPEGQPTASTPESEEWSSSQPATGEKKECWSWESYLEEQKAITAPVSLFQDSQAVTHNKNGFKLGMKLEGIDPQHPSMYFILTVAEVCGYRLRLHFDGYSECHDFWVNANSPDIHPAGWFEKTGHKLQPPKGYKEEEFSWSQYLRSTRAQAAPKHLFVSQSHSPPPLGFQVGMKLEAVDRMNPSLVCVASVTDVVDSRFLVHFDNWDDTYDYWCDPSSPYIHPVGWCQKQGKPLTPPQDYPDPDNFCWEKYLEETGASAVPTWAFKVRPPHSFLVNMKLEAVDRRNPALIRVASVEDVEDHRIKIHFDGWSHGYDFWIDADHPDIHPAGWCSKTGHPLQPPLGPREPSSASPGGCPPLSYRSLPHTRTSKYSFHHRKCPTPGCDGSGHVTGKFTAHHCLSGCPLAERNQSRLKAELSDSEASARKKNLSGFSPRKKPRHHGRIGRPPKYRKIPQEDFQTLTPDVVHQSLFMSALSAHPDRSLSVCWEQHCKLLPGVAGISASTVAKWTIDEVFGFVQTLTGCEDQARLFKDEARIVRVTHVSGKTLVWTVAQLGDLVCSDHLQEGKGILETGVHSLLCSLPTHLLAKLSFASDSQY
#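 L3MBTL1 (50 nM) pre-complexed 30 min with biotinylated H3(1-15)K9me1 peptide (75 nM), then compounds added for 30 min at room temperature; AlphaScreen streptavidin donor/nickel chelate acceptor beads (10 ug/mL final) read after 30 min dark incubation.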
# HTT aggregate = qHTS Multiplex Assay to Identify Dual Action Probes in a Cell Model of Huntington: Aggregate Formation (GFP); PC12 HttQ103-GFP aggregates, Acumen cytometry, 40 h; Potency, µM (highest dose often 46.1 µM), for inactives: at the highest dose activity change, negative = inhibition, hits mostly inhibitors; hit rate 1.1% among 220,000; note: potency is the fitted concentration of half-maximal effect; % is set by controls: 0 for no effect and ±100 for the full control effect; nearly all actives have a fitted effect of over 60% in size
#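 Aggregate formation scored by laser-scanning cytometer (488 excitation, 500–530 emission) in lysed PC12 cells expressing Q103-GFP after 100 nM tebufenozide induction; library tested in dose series, with ATPLite reagent added in the multiplex.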
# CBFb RUNX1 block = qHTS Assay for Compounds Blocking the Interaction Between CBF-beta and RUNX1 for the Treatment of Acute Myeloid Leukemia. Runt-related transcription factor 1 (Homo sapiens) + Core-binding factor subunit beta …. AlphaScreen CBFb-His/RUNX1-biotin binding, biochemical. Potency, µM (titrated, usually from 59.8 µM), inactives show at the top dose activity, negative = inhibition, usual class: inhibitors. 230,000 tested, under 10 active; note: % of control where 0% means no effect
#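 Room-temperature protein-protein interaction test with 30 nM each of His-tagged CBF-beta and biotinylated RUNX1, 15 min with compound, then 90 min with nickel plus streptavidin beads. Signal read in AlphaScreen mode.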
# Epigenetic derep = Quantitative High-Throughput Screen for Regulators of Epigenetic Control | murine LDR cells, GFP reporter derepression, 30 h | AID 1865, 2009 | Potency, µM (titrated, usually from 53.9 µM), for inactives: at the top dose GFP activation, usual class: activators | hit rate 0.2% among 280,000; note: potency is the fitted concentration of half-maximal effect; % of control where 0% means no effect; nearly all actives have a fitted effect of over 60% in size
#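 GFP-positive cell count by laser-scanning cytometry (objects 20–120 um) after 30 h, 37 C compound exposure of murine LDR cells; reporter is CMV-GFP integrated at a silenced locus, inducible by HDAC or DNMT inhibitors.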
# Luc counter = Counterscreen for Luciferase (Kinase-Glo TM) Inhibition | Potency, µM (top dose mostly 38.3 µM), without a hit: at the top dose activity change, negative = inhibition, actives largely listed as inhibitors | Luciferin 4-monooxygenase (Photuris pensylvanica), Q27757 | Kinase-Glo luciferase, ATP luminescence, 8 min | hit rate 0.28% among 200,000; note: potency is the fitted concentration of half-maximal effect; % is set by controls: 0 for no effect and ±100 for the full control effect; nearly all actives have a fitted effect of over 60% in size
#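 Compounds were added to a substrate mix at pH 7.2 (50 mM imidazole, 10 uM ATP, within the enzyme's linear range), followed by Kinase-Glo detection reagent; luminescence was measured after 8 minutes at ambient temperature.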
# NPSR antagonist = qHTS Assay for Antagonists of the Neuropeptide S Receptor: cAMP Signal Transduction; Q6W5P4; CHO-NPSR cells, cAMP TR-FRET, antagonist mode; Potency, µM (highest dose often 38.3 µM), for inactives: at the top dose activity change, negative = inhibition, usual class: inhibitors; hit rate 1% among 220,000; note: potency is the fitted concentration of half-maximal effect; % is set by controls: 0 for no effect and ±100 for the full control effect; nearly all actives have a fitted effect of over 50% in size; many of its hits are not listed in these tables
# Starred values were filed as active, the others as inactive; ? = inconclusive; . = not tested or not shown; & = joins results of further samples; [ ] = another dose, or the depositor's remark. Calls come from the whole dose curve; as a rule, active = well fitted curve in the direction sought with a large enough effect; inconclusive = small, poorly fitted or top-dose-only effect, or another doubt; inactive = no such curve, though single readings can be large; an effect the other way counts as inactive or inconclusive.
Compound,IMPase Li cell,L3MBTL1 block,HTT aggregate,CBFb RUNX1 block,Epigenetic derep,Luc counter,NPSR antagonist
Cc1ccc(-c2nnc(Cc3ccc([N+](=O)[O-])cc3)o2)cc1,8%,.,14%,-12%,0.0%,12%,-17%
N#CC1=C2SCN(Cc3ccco3)CN2C(=O)CC1c1ccccc1F (stereo unspecified),6%[38.3 µM],.,5%,-7%,0.0%,-2%,-2%[46.1 µM]
CC(C)c1ccc(NC2=NCC(=O)N2Cc2cccs2)cc1,11%,7%,-5%[9.22 µM],2%,1.5%,2%,-19%
CCOC(=O)N1CCN(C(=O)c2cn(CC(C)C)c(=O)c3c2c2ccccc2n3C)CC1,-7%[38.3 µM],-6%,6%,-1%,0.0%,-3%,-21%[46.1 µM]
O=C(NC1CCCC1)C(c1ccccn1)N(C(=O)c1csnn1)C1CC1 (stereo unspecified),-4%,6%,20%,7%,-0.9%,6%,-4%[46.1 µM]
CC(=O)Oc1ccc(-c2cccc(C(=O)NCC(=O)O)c2)cc1,0%[38.3 µM],-4%,0%,3%,-0.4%,-3%,4%[46.1 µM]
CC(=O)N1CC=CC1(C)C(=O)O (stereo unspecified),0%&-4%,3%,-4%,3%[2.36 µM],3.2%&2.3%,-3%&-2%,10%
CCCCNC(=O)Nc1nnc(-c2ccccc2)o1,20%[38.3 µM],.,-10%,-6%,2.1%,-2%,-16%[46.1 µM]
Cc1ccc(N(CC(=O)O)S(C)(=O)=O)cc1Cl,17%[38.3 µM],0%,-8%,5%,-1.1%,1%,7%[46.1 µM]
CCSc1nnc(NC(=O)C2Cc3ccccc3CN2C(=O)c2ccco2)s1 (stereo unspecified),10%[38.3 µM],?,9%,-10%,2.0%,11%,2%[46.1 µM]
O=C(N1CCN=C1SCc1cccnc1)C12CC3CC(CC(C3)C1)C2,.,-7%,19%,1%,2.1%,.,-8%[46.1 µM]
Cc1cccc(NC(=O)CSc2nc(COc3ccccc3)nc3ccccc23)c1C,-16%[38.3 µM],-2%,24%,-5%,16%,-1%,?
Nc1nc(SCC(=O)NC2CCCC2)[nH]c(=O)c1-c1ccccc1,27%[38.3 µM],.,-6%[9.22 µM],-4%,0.2%,1%,-5%[46.1 µM]
CCOC(=O)C(NCCc1ccccc1)(NC(C)=O)C(F)(F)F (stereo unspecified),-2%,7%,-3%,-2%,-0.2%,-1%,-2%[46.1 µM]
Cc1ccc(-c2nn(-c3ccccc3)cc2/C=N/NC(=O)CSc2nnc(C)n2-c2ccccc2)cc1,4%[38.3 µM],-8%,?,-11%,0.0%,-1%,-26%[46.1 µM]
CCOc1ccc(Cl)cc1CNCCNCC(C)O (stereo unspecified),-1%[38.3 µM],-1%,3%,3%,0.0%,1%,-5%[46.1 µM]

# A section from the list above, for reference:
Compound,IMPase Li cell,L3MBTL1 block,HTT aggregate,CBFb RUNX1 block,Epigenetic derep,Luc counter,NPSR antagonist
Cc1ccc(-c2nn(-c3ccccc3)cc2/C=N/NC(=O)CSc2nnc(C)n2-c2ccccc2)cc1,4%[38.3 µM],-8%,?,-11%,0.0%,-1%,-26%[46.1 µM]
CCOc1ccc(Cl)cc1CNCCNCC(C)O (stereo unspecified),-1%[38.3 µM],-1%,3%,3%,0.0%,1%,-5%[46.1 µM]

# (listing goes on)
Compound,IMPase Li cell,L3MBTL1 block,HTT aggregate,CBFb RUNX1 block,Epigenetic derep,Luc counter,NPSR antagonist
Cc1csc(NC(=O)C(Cc2ccccc2)n2cccc2)n1 (stereo unspecified),6%,?,-2%,-14%,1.0%,-2%,-6%
COc1ccc(NC(=O)Nc2ccc(Br)cn2)cc1,4%,2%,-1%,-12%,-0.8%,1%,6%
c1ccc(CSc2nnc(NC3=NCCCCC3)s2)cc1,21%[38.3 µM],0%,-21%,-7%,-1.1%,-2%,-16%[46.1 µM]
CCCCCCCCc1nc(SC(C)C(=O)O)n[nH]1 (stereo unspecified),2%,.,-5%,9%,1.1%,0%,27%
CCOC(=O)C1CCCN(C(=O)c2ccc(CS(=O)(=O)Cc3ccccc3C)o2)C1 (stereo unspecified),16%[38.3 µM],5%,-14%,6%,-1.1%,2%,?
CCCCOc1cccc(OCC(=O)Nc2nc3ccccc3[nH]2)c1,7%,-4%,2%,1%,-1.0%,-2%,-11%
OCC(CO)(CO)n1cnnn1,15%[38.3 µM],.,1%,0%,-1.0%,-5%,-5%[46.1 µM]
CCN(CC)c1cc(C)c2ccccc2n1,7%,6%,14%,18%,1.2%,-2%,6%[46.1 µM]
N=c1c2c3c(sc2ncn1CCN1CCOCC1)CCCC3,-7%[38.3 µM],-2%,14%,-3%,1.1%,-3%,-8%[46.1 µM]
CCC(Sc1nccn1C)C(=O)Nc1cccc2ccccc12 (stereo unspecified),-1%,-12%,7%,-5%,-2.0%,-3%,-4%[46.1 µM]
COC(=O)[C@@]1(Cc2ccc(F)cc2)[C@H]2c3cc(C(=O)N4CCCC4)n(CCc4ccc(OC)c(Br)c4)c3C[C@H]2CN1C(=O)c1ccccc1,8%,.,.,5%,1.0%,-2%,.
CCOC(=O)c1c(C)[nH]c(C(=O)COC(=O)C2=NNC(=O)CC2)c1C,-9%,.,14%,-8%,4.2%,-3%,17%
Nc1c(Cl)ncnc1NCCc1ccc(O)cc1,.,1%,8%[9.22 µM],1%,0.1%,.,9%
O=CN1CC(=O)N(c2ccccc2)c2c([nH]c3ccccc23)C1,-14%[38.3 µM],-3%,15%,6%,-4.0%,-3%,-2%[46.1 µM]
COc1ccc(Cn2c(C3CC3)nc3ccc(NC(=O)C4CC4)cc3c2=O)cc1,4%[38.3 µM],2%,?,4%,0.3%,-7%,-17%[46.1 µM]
CC(C)OC(=O)CSc1n[nH]c(-c2cccnc2)n1,-10%[38.3 µM],26%,-10%,4%,3.7%,-1%,-17%[46.1 µM]
Cc1nc2nc(SCC(=O)NCc3ccco3)nn2c(C)c1Cc1ccccc1,20%[38.3 µM],.,11%,-10%,4.0%,1%,-26%[46.1 µM]
COCCN1C(=O)C(=O)/C(=C(/O)c2ccc(S(=O)(=O)N3CCOCC3)cc2)C1c1cccc(Cl)c1 (stereo unspecified),.,-4%,4%[9.22 µM],1%,-0.3%,.,-4%[7.67 µM]
Cc1onc(-c2c(Cl)cccc2Cl)c1C(=O)Nc1nc(C(C)(C)C)cs1,.,-12%,-2%[9.22 µM],6%,0.0%,.,?
CCN1C(=O)/C(=C\N2CCN(c3cccc(Cl)c3)CC2)SC1=S,-12%[38.3 µM],-9%,1%,1%,?,-4%,?
CCCCCOCC(O)CCC(=O)NN (stereo unspecified),1%[38.3 µM],-2%,-17%,1%,-0.8%,-9%,6%[46.1 µM]
CCc1nnc(NS(=O)(=O)c2ccc(N/C=C/C(=O)c3ccc(C)cc3)cc2)s1,8%,-1%,16%,-19%,-1.8%,-1%,-23%
CCOC(=O)C1=C(N)N2C(=O)CSC2=C(C(=O)OC)C1,.,-2%,-14%,4%,0.4%,.,-8%[46.1 µM]
CCOC(=O)CSCC(=O)Nc1c(C(=O)C2CC2)oc2ccccc12,-2%,0%,1%,7%,1.0%,2%,-10%[46.1 µM]
COc1ccc(CNC(=O)C2CSC(=O)C2)cc1 (stereo unspecified),7%[38.3 µM],-6%,-15%,-1%,0.0%,-8%,-3%[46.1 µM]
CCOc1ccc(/C=N/n2c(SC)nnc2-c2ccccc2)cc1OCC,0%[38.3 µM],0%,-9%,5%,-1.6%,-4%,?
O=C(CSc1ccc(Cl)cc1)N1CCCC1,7%,9%,14%[9.22 µM],1%,-0.8%[10.1 µM],2%,9%
O=C(CSC1=NCCS1)N1CCOCC1,-3%[38.3 µM],4%,-9%,4%,0.0%,2%,10%[46.1 µM]
CSc1nc(C(=O)N2CCCC(C(=O)c3ccc(Cl)cc3)C2)cs1 (stereo unspecified),27%,-4%,21%[9.22 µM],4%,1.1%,0%,33%
CC(=O)c1cccc(NC(=O)CN2C(=O)COc3ccc(Cl)cc32)c1,24%[38.3 µM],-1%,-8%,3%,-1.0%,-2%,-7%[46.1 µM]
COc1ccc(-c2nnc3sc(COc4ccc(C)cc4)nn23)cc1,12%[38.3 µM],0%,-12%,3%,-1.0%,-2%,-15%[46.1 µM]
COc1ccc(Cc2nc3ccccc3[nH]2)cc1OC,1%,8%,1%[9.22 µM],5%,-1.1%,-4%,-31%
C=CCc1ccc(OCCOCCOc2cccc3ccc(C)nc23)c(OC)c1,10%[38.3 µM],-12%,?,0%,-0.3%,-1%,-8%[46.1 µM]
CN(C)c1cccc(C(=O)NCC2CCCO2)c1 (stereo unspecified),23%[38.3 µM],.,-10%,9%,-1.0%,-1%,-9%[46.1 µM]
Cc1ccnn1C(C)C(=O)O (stereo unspecified),2%,9%,17%,-3%,0.0%,-4%,8%
CCCCNC(=O)Nc1c(C)cc(SC#N)cc1C,-5%,-1%,5%,22%,1.6%,2%,2%
O=C(O)CCN1C(=O)c2ccncc2C1=O,6%[38.3 µM],-2%,9%,12%,-1.9%,-4%,?
Cc1cc(C)nc(NC(=NCCc2c[nH]c3ccccc23)NC(=O)Nc2ccc(Cl)c(Cl)c2)n1,7%,-1%,-6%,3%,0.9%,0%,-40%
CCOc1ccccc1Nc1nnc(SCC(=O)Nc2nc(-c3ccc(OC)cc3)cs2)s1,-18%,1%,3%,-3%,-3.2%,1%,-1%
COc1ccc(N2CCC(CNC(=O)Nc3ccc(C)c(C)c3)C2)cc1 (stereo unspecified),11%,-13%,23%,0%[2.36 µM],-3.1%,-9%,-12%
NC(=O)c1cc2cc([N+](=O)[O-])ccc2oc1=O,1%,2%,0%,1%,-0.7%,-3%,37%
COc1ccc(OC)c(NC=C2C(=O)OC3(CCCCC3)OC2=O)c1,8%[38.3 µM],39%[activator],0%,3%,1.1%,-1%,?
COc1ccc(N2CCN(C(=O)CCNS(=O)(=O)c3ccccc3)CC2)cc1,8%,-8%,12%,8%,7.4%,4%,1%

# Compound activity as filed in PubChem BioAssay.

# These rows are one share of the data, so the mix of outcomes need not match the whole.
